Screening data as filed in PubChem BioAssay.
N370S GC mod – qHTS Assay for Inhibitors and Activators of N370S glucocerebrosidase as a Potential Chaperone Treatment of Gaucher Disease. N370S GC spleen homogenate, 4MU-glucoside fluorescence. Potency, µM (highest dose often 59.4 µM), for inactives: top-dose activity change, negative = inhibition, hits mostly inhibitors. Lysosomal acid glucosylceramidase (Homo sapiens), P04062. hit rate 0.092% among 330,000. AID 2101, 2009;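 note: 0% = full enzyme activity and -100% = no enzyme basal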
KAT2A inh – qHTS Assay for Inhibitors of GCN5L2; GCN5L2 HAT assay, ThioGlo1 CoA-SH fluorescence; Histone acetyltransferase KAT2A (Homo sapiens), Q92830; hit rate 0.21% among 390,000; Potency, µM (titrated, usually from 58.9 µM), for the others: at the top dose activity change, negative = inhibition, most hits filed as inhibitors; AID 504327, 2011
Target sequence (Q92830 whole entry, looked up): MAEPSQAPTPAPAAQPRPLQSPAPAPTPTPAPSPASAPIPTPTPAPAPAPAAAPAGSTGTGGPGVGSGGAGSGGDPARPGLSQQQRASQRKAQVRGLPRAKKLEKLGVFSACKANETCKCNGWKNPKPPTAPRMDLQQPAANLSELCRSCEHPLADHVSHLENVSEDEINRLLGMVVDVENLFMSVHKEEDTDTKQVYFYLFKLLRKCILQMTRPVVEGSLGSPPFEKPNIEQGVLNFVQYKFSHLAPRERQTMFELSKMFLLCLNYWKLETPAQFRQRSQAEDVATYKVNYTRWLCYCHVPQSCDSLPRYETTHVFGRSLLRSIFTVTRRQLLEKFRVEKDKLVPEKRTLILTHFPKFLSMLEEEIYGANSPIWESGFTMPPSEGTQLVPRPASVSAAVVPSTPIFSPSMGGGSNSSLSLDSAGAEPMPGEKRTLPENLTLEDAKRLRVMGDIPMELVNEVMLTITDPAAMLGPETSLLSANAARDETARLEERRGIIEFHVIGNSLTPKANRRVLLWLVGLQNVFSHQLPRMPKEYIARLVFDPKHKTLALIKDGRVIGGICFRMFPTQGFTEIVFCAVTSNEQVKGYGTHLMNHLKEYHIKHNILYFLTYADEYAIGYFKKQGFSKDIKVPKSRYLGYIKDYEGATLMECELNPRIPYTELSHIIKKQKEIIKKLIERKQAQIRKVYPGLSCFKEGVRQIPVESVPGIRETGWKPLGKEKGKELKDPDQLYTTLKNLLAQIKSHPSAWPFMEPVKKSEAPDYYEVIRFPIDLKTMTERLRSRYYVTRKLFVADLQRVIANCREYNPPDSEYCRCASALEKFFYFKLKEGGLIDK
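GCN5L2 (20 nM) in 50mM HEPES pH 7.5, 0.1mM EDTA, 0.01% Tween-20 preincubated 15 min with compounds at room temperature. Reaction started with H3(1-25) 75uM, acetyl-CoA 70uM, ThioGlo1 50uM; CoA-thiol fluorescence (Ex340/Em540) read at 0 and 20 min.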
FEN1 inhibitor – qHTS Assay for the Inhibitors of Human Flap endonuclease 1 (FEN1); P39748; Recombinant FEN1 flap cleavage, fluorescence, 15 min; Potency, µM (titrated, usually from 114 µM), for inactives: at the top dose activity change, negative = inhibition, most hits filed as inhibitors; hit rate 0.35% among 390,000; AID 588795, 2011; note: nearly all actives have a fitted effect of over 65% in size
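Enzyme 10 nM, 15 min RT preincubation with compound; start with substrate 50 nM final; reads at 0 and 15 min; qHTS titration, four-parameter Hill fit.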
Active calls of the source: *; ? = inconclusive; / = no result given; & = joins results of further samples; [ ] = dose if it differs, or a comment. Calls come from the whole dose curve; as a rule, active = well fitted curve in the direction sought with a large enough effect; inconclusive = small, poorly fitted or top-dose-only effect, or another doubt; inactive = no such curve, though single readings can be large; an effect the other way counts as inactive or inconclusive. Unless noted, % is set by controls: 0 for no effect and ±100 for the full control effect; potency is the fitted concentration of half-maximal effect.

mol	FEN1 inhibitor	KAT2A inh	N370S GC mod
CC(C)SC1=NC(C)(C)C=C(/C=C/c2ccc(Cl)cc2Cl)N1	-15.6%	-7.1%	-0.6%
COCCCn1c(SCC(N)=O)nnc1-c1ccccc1	-14.2%	2.6%	-4.0%
O=C(NCCSc1ccccn1)c1ccc(Cl)cc1	-14.3%	-2.9%	-25.7%
CN(C(=O)COC(=O)/C=C/c1ccc(Cl)c(Cl)c1)c1c(N)n(Cc2ccccc2)c(=O)[nH]c1=O	-2.9%	-6.1%	2.6%
CC(Nc1ccc(F)cc1F)C(=O)NC(=O)NC1CCCCC1 (centres undefined)	-10.6%	-8.7%	12.9%
O=c1c(-c2ccccc2)n[nH]c2ccccc12	-2.8%	-7.8%	-9.8%
COc1ccc(CCNC(=O)c2sc(=S)n(C)c2N)cc1	-0.6%	-2.5%	5.2%
CC(=O)Nc1cc(C(=O)N(C)Cc2ccco2)ccc1Sc1ccc(Cl)cc1	3.3%	-9.2%	2.7%
Cc1ccc(S(=O)(=O)n2ccc3c(OCCOCCSCC(NC(=O)OC(C)(C)C)C(=O)O)cccc32)cc1 (centres undefined)	-2.5%	-9.5%	2.5%
COc1cc(NC(=O)CN2C(=O)C(c3ccc(Cl)cc3)=NC23CCCCC3)cc(OC)c1	-7.7%	-14.2%	/
COc1ccccc1C(c1nnnn1CCc1ccccc1)N1CCCCCC1 (centres undefined)	-5.1%	-0.7%	1.6%
Brc1ccc(-c2nnc(-c3ccccc3)o2)o1	7.9%	0.4%	4.5%
CCN(CC)S(=O)(=O)c1ccc2c(c1)c(=O)c(C(=O)NCCc1ccc(OC)c(OC)c1)cn2C	-3.6%&3.1%	-0.8%&-0.9%	1.3%
CCOC(=O)N/N=C/c1cccc(Cl)c1Cl	-4.1%	0.1%	1.9%
Cc1nnsc1C(=O)Nc1cccc(Cl)c1	14.6%	-0.3%	1.3%
COc1ccc(OCCOC(=O)CCS(=O)(=O)c2ccc(C)cc2)cc1	-9.3%	-7.7%	-0.2%
O=C(Nc1ccncc1Cl)c1ccncc1	-5.9%	-6.8%	-20.2%
O=C(CC(=O)N/N=C/c1c(Cl)cccc1Cl)NCc1cccnc1	-3.1%	-8.3%	-6.1%
CCOc1ccc(N2CC(C(=O)Nc3ccncc3)CC2=O)cc1 (centres undefined)	-4.5%	-1.8%	2.8%
O=C(NCc1ccccc1)c1cnc(-c2ccccn2)nc1C(F)(F)F	11.3%	1.2%	7.4%
CCc1nc2scc(-c3ccccc3)c2c(=O)n1N	6.8%	-2.4%	-19.9%
Cc1ccc(C)c(CNC(=O)c2cnc3sc(N4CCCC4)nn3c2=O)c1	-5.7%	-0.3%	/
CCS(=O)(=O)N1CCC(N2CCN(c3ccccc3)CC2)CC1	-3.2%	-10.5%	0.4%
CSc1cccc(NC(=O)CNC(=O)c2ccc3c(c2)OCO3)c1	5.9%	-6.9%	5.2%
Cc1cccc(C)c1OC(=O)Cc1ccccc1[N+](=O)[O-]	-14.8%	-3.5%	-8.5%
Cc1cccc(N2CCN(C(=O)c3cc(S(=O)(=O)N4CCC(C)CC4)cn3C)CC2)c1C	-19.3%	-9.3%	/
Cc1cc2c(nn1)CCc1c-2no[n+]1[O-]	-3.2%	-5.7%	2.7%
CC1CC1c1ccc(/C=C(\C#N)C(=O)Nc2cc(Cl)ccc2Cl)o1 (centres undefined)	1.2%	0.3%	11.6%
Cc1cc(C(=O)NNC(=O)CN2C(=O)NC3(CCCCC3)C2=O)c(C)o1	-1.7%	-7.4%	/
O=C(NC(=S)Nc1ccccc1[N+](=O)[O-])c1ccccc1Cl	-8.0%	-6.2%	4.8%
CN1C(=O)c2oc3ccccc3c(=O)c2C1c1ccccn1 (centres undefined)	-5.6%	-18.8%	0.3%
C/C(Cc1ccccc1)=N\NC(=O)CCCCCC(=O)N/N=C(\C)Cc1ccccc1	-13.2%	-14.3%	-0.3%
C=CCNc1nc(-c2ccc(Cl)cc2)cs1	-18.0%	-12.3%	-12.0%
O=C(CCCOc1ccccc1)Nc1nc2ccccc2[nH]1	-2.9%	2.0%	2.6%
COc1ccccc1NC(=O)CSC1=NCCN1	-2.4%	94.9%[activator]	0.1%
COC(=O)CN(c1cccc(C(C)=O)c1)S(C)(=O)=O	-0.9%	-2.4%	-7.5%
CS(=O)(=O)c1ccc(NC(=O)CN2C(=O)C3CCCCC3C2=O)cc1 (centres undefined)	-1.6%	0.8%	0.1%
CCCS(=O)(=O)N1CCCC(C(=O)NCCCOC(C)C)C1 (centres undefined)	-5.4%	-16.3%	-21.2%
Cc1cccc(-c2ccc3ncnc(NCc4cccc(F)c4)c3c2)c1	/	-14.0%	-22.3%
CCOc1ccc(C2=Nn3c(nnc3-c3ccc(OC)cc3)SC2)cc1	0.9%	-2.2%	2.2%
O=C(N[C@@H](Cc1ccccc1)C(=O)O)c1cccnc1	0.6%	-0.9%	-1.7%
COc1cccc(Nc2cc(N3CCOCC3)c3nonc3c2[N+](=O)[O-])c1	4.0%	0.4%	1.7%
CC1(C)C2CCC1(CS(=O)(=O)N1CCN(c3ccc(F)cc3)CC1)C(=O)C2 (centres undefined)	3.2%	1.3%	-4.5%
O=S(=O)(Nc1nc2n(n1)C(c1ccccc1)C=C(c1ccc(Cl)cc1)N2)c1ccccc1 (centres undefined)	8.7%	-22.5%	/
Nc1nc2ccc(C(=O)NC3CCCCC3)cc2s1	-3.1%	-3.9%	-10.8%
Cc1cccnc1NC(=O)CSc1nnc(COc2ccc(C(C)C)cc2)n1C	-4.3%	-0.2%	1.5%
COc1ccc(C(=O)Nc2cc(C(=O)O)cc(C(=O)O)c2)cc1Cl	10.1%	-0.8%	-3.5%
CCn1c(=O)c(=O)[nH]c2cc(C(=O)N3CCN(Cc4ccc5c(c4)OCO5)CC3)ccc21	0.6%	-1.7%	-1.2%
CC(=O)N1CCc2cc(S(=O)(=O)N3CCc4ccccc43)ccc21	-1.0%	-2.4%	-4.7%
COc1ccc(CN2CCN(c3cccc(C)c3C)CC2)cc1OC	-14.2%	-23.8%	-1.4%
O=c1c2ccccc2nc2c3ccccc3c(NCCO)nn12	-24.6%	-28.5%	-2.8%
Cn1c(=O)n(C)c2cc(NC(=O)c3ccc(F)cc3)ccc21	10.6%	-4.5%	-9.1%
CCn1c(COc2ccc(C)cc2)nnc1SCc1nc2ccccc2[nH]1	6.8%	-9.2%	-9.6%
CCCN(CCC)C(=O)Cn1c(=O)n(CCCC(=O)NCc2ccco2)c(=O)c2sccc21	-2.2%	-1.0%	8.6%
Cc1sc(-n2c(C)cc(C=O)c2C)c(C(=O)O)c1C	4.8%	-2.9%[0.501 µM]	-5.1%
N#Cc1nc(COc2ccc(F)cc2)oc1N1CCC(Cc2ccccc2)CC1	-4.8%	-5.5%	7.0%
N#Cc1cccc(CN2CCC(=O)N([C@H](CO)c3ccccc3)CC2)c1	-13.6%&-6.4%	-0.5%	-26.5%
COCc1cc(C)nc(OC)c1C(N)=O	18.8%	4.1%	-1.0%
O=C(NC(NC(=S)Nc1ccccc1C(=O)O)C(Cl)(Cl)Cl)c1ccccc1 (centres undefined)	-2.0%	-23.9%	-7.4%
COc1ccc(N(CC(=O)NC(C)(C)C)C(=O)CCC(=O)Nc2nccs2)cc1	-6.1%	-0.3%	0.9%

Next part:
mol	FEN1 inhibitor	KAT2A inh	N370S GC mod
CSc1ccc(CN(C)CC(=O)NCc2ccccc2)cc1	5.2%	-4.7%	-11.2%
CCN(CC)C(=O)Nc1ccc2c(c1)N(Cc1ccccc1)C(=O)c1ccccc1S2	0.1%	-21.7%	/
COc1ccc(N(CC(=O)Nc2cccc(Cl)c2C)S(=O)(=O)c2c(C)nn(C)c2C)cc1	2.1%	-0.2%	/
CC1(C(=O)NC2CCCC2)CCC(=O)N1Cc1ccc2c(c1)OCO2 (centres undefined)	-11.8%	-11.6%	?
CCCOc1ccc(N2C(=O)CC(N(CCc3ccc(OC)c(OC)c3)C(=S)Nc3ccccc3)C2=O)cc1 (centres undefined)	-2.5%	-0.1%	6.6%
CC1(C)C=Cc2c(ccc3c2OC[C@H](c2ccc(O)cc2O)C3)O1	-11.1%	-12.6%	/
Cc1cc(C)c(S(=O)(=O)N2CCOC2CNC(=O)C(=O)NCCCn2ccnc2)c(C)c1 (centres undefined)	-1.2%	-1.5%	-0.5%
Cc1cccc(C)c1Nc1nnc(SCC(=O)NC2CCS(=O)(=O)C2)s1 (centres undefined)	6.8%	-3.0%	11.4%
Cc1c(NC(=O)Nc2ccccc2C(F)(F)F)c(=O)n(-c2ccccc2)n1C	-0.2%&1.3%	-8.6%&-3.5%	-7.3%
Cc1cc(NC(=O)CSc2nc(N)c(NC(=O)c3ccco3)c(=O)[nH]2)no1	-0.5%	17.3%	12.4%
Cc1ccc(CN2CCNC(=O)C2CC(=O)NCc2csc(C(C)C)n2)cc1 (centres undefined)	0.5%	-11.3%	5.4%
O=S(=O)(NCCCN1CCOCC1)c1ccc(Cl)cc1	0.4%	2.9%	-2.9%

15 consecutive entries from above:
mol	FEN1 inhibitor	KAT2A inh	N370S GC mod
Cc1sc(-n2c(C)cc(C=O)c2C)c(C(=O)O)c1C	4.8%	-2.9%[0.501 µM]	-5.1%
N#Cc1nc(COc2ccc(F)cc2)oc1N1CCC(Cc2ccccc2)CC1	-4.8%	-5.5%	7.0%
N#Cc1cccc(CN2CCC(=O)N([C@H](CO)c3ccccc3)CC2)c1	-13.6%&-6.4%	-0.5%	-26.5%
COCc1cc(C)nc(OC)c1C(N)=O	18.8%	4.1%	-1.0%
O=C(NC(NC(=S)Nc1ccccc1C(=O)O)C(Cl)(Cl)Cl)c1ccccc1 (centres undefined)	-2.0%	-23.9%	-7.4%
COc1ccc(N(CC(=O)NC(C)(C)C)C(=O)CCC(=O)Nc2nccs2)cc1	-6.1%	-0.3%	0.9%
CSc1ccc(CN(C)CC(=O)NCc2ccccc2)cc1	5.2%	-4.7%	-11.2%
CCN(CC)C(=O)Nc1ccc2c(c1)N(Cc1ccccc1)C(=O)c1ccccc1S2	0.1%	-21.7%	/
COc1ccc(N(CC(=O)Nc2cccc(Cl)c2C)S(=O)(=O)c2c(C)nn(C)c2C)cc1	2.1%	-0.2%	/
CC1(C(=O)NC2CCCC2)CCC(=O)N1Cc1ccc2c(c1)OCO2 (centres undefined)	-11.8%	-11.6%	?
CCCOc1ccc(N2C(=O)CC(N(CCc3ccc(OC)c(OC)c3)C(=S)Nc3ccccc3)C2=O)cc1 (centres undefined)	-2.5%	-0.1%	6.6%
CC1(C)C=Cc2c(ccc3c2OC[C@H](c2ccc(O)cc2O)C3)O1	-11.1%	-12.6%	/
Cc1cc(C)c(S(=O)(=O)N2CCOC2CNC(=O)C(=O)NCCCn2ccnc2)c(C)c1 (centres undefined)	-1.2%	-1.5%	-0.5%
Cc1cccc(C)c1Nc1nnc(SCC(=O)NC2CCS(=O)(=O)C2)s1 (centres undefined)	6.8%	-3.0%	11.4%
Cc1c(NC(=O)Nc2ccccc2C(F)(F)F)c(=O)n(-c2ccccc2)n1C	-0.2%&1.3%	-8.6%&-3.5%	-7.3%

Carrying on.
mol	FEN1 inhibitor	KAT2A inh	N370S GC mod
Fc1ccc(Nc2ncnc3ccccc23)cc1	4.3%	-20.8%	3.2%
COc1ccc(/C=N/OCC(=O)N=Nc2c(O)[nH]c3ccc(Br)cc23)cc1OC	-17.8%	-26.5%	-2.9%
Cc1ccc(C(=O)N(C)CC(=O)Nc2cccc(F)c2)cc1S(=O)(=O)N1CCCCC1	9.3%	-3.3%	-2.5%
COc1ccc(-c2noc(COc3ccc4ccccc4c3Br)n2)cc1OC	0.2%	-0.5%	17.6%
CCc1ccc(CN(C(=O)c2cccs2)C2CCS(=O)(=O)C2)cc1 (centres undefined)	-4.2%	-2.3%	-15.5%
Cc1ccc(NC(=O)C(NC2CCCC2)c2ccccc2)cc1Cl (centres undefined)	3.9%	-8.4%	10.5%
COc1ccccc1CNC(=O)CSc1ccccc1	-5.9%	-2.2%	-19.8%
CCOc1ccc(-c2cc(C(=O)N/N=C/c3cccnc3)c3ccccc3n2)cc1	6.3%	-21.5%	2.9%
Cc1cc2ncn(C(=O)c3cc(-c4ccccc4)nc4ccccc34)c2cc1C	-9.3%	-5.8%	1.2%
CC(C)CCNC(=O)Cn1c2c(c(-c3ccccc3Cl)cc1=O)CCC2	-13.3%	-2.8%	19.6%

This is a random part of the collection; any-hit rate near 0.54%.
